PTAP-TSG101 blk: TSG101-PTAP interaction inhibition, HIV-1 budding. Fluorescence polarization, FITC-PTAP peptide/Tsg101, 20 min. Q99816. 44,000 tested, under 10 active. Potency, µM (series often up to 115 µM), without a hit: at the highest dose activity change, negative = inhibition, usual class: inhibitors; further: potency means the concentration at half of the fitted maximal effect; 0% is about no effect
Target sequence (Q99816 whole entry, looked up): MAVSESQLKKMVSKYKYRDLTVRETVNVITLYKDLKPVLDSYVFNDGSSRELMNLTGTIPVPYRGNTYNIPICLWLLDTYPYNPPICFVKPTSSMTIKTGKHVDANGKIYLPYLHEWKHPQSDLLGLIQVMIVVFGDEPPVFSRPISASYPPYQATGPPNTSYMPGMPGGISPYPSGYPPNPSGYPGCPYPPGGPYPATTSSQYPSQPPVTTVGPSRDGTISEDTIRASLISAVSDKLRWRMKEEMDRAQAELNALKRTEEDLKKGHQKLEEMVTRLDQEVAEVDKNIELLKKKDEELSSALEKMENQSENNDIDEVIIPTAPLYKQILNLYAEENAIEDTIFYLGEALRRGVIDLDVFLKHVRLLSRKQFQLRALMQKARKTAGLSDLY
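The Tsg101 binding domain, at 10 uM final, is mixed with compound and a FITC peptide bearing the PTAP motif (50 nM final). After 20 min at r.t., polarization is measured; actives defined by CRC class, efficacy cut-off 60% inhibition.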
p53null 32C tox: selectivity test: cytotoxicity in p53 null cells, permissive temperature. H1299-neo p53 null cells, ATP luminescence, 24 h, 32C. Potency, µM (top dose mostly 46.1 µM), for inactives: top-dose activity change, negative = cytotoxicity, most hits filed as cytotoxic. 55,000 compounds, 0.62% hits;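 further: potency means the concentration at half of the fitted maximal effect; 0% = DMSO only and -100% = full killing by 100 µM tamoxifen; nearly all actives have a fitted effect of over 55% in size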
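Luminescent ATP readout gave cell viability of p53-null H1299-neo cells after a 24 h compound exposure at the permissive 32C. Titrations ran up to 46 uM, and AC50s were fitted with the standard Hill equation.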
GALK inhibitor: inhibitors of human galactokinase (GALK); 44,000 tested, under 10 active; Potency, µM (doses to about 57.5 µM), for the others: at the top dose activity, negative = inhibition, usual class: inhibitors; P51570; recombinant GALK, Kinase-Glo ATP luminescence, 1 h;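 further: plate controls were full GALK reaction for no effect and reaction lacking GALK for full effect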
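Human GALK (5 nM) was incubated with 35 uM ATP and 100 uM galactose in 20 mM HEPES pH 8.0 with MgCl2, NaCl, DTT and BSA for 1 h at room temperature. Remaining ATP was measured by Kinase-Glo Plus luminescence.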
p53null 39C tox: kills p53 null cells at the nonpermissive temperature; Potency, µM (highest dose often 46.1 µM), for inactives: at the top dose activity, negative = cell killing, most hits filed as cytotoxic; 55,000 compounds, 0.97% hits; H1299 p53-null (neo) cells, 39C, ATPlite viability, 24 h;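 further: potency means the concentration at half of the fitted maximal effect; 0% = DMSO only and -100% = full killing by 100 µM tamoxifen; nearly all actives have a fitted effect of over 50% in size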
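ATP-luminescence viability readout (ATPlite, 20 min RT) after 24 hr compound treatment at 39C of H1299-neo or H1299-p53A138V cells; titration up to 46 uM; normalized to DMSO and 100 uM tamoxifen; Hill-fit AC50.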
B2AR arrestin ag: beta-arrestin recruitment by human beta2-adrenergic receptor ligands; P07550; HTLA Tango cells, beta-arrestin recruitment, luciferase luminescence, 18 h; Potency, µM (titrated, usually from 46.1 µM), inactives show at the top dose activation, hits mostly activators; 44,000 tested, under 10 active; AID 1347077;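 further: potency means the concentration at half of the fitted maximal effect; 0% = DMSO and full agonism = EC100 isoproterenol or metaproterenol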
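Tango cell line, 1% FBS DMEM; cpd titration up to 46 microM; 18 hr, 37 degrees C, 5% CO2. Luciferin/ATP substrate mix added, 15 min RT, luminescence. %Activity, CRC fitting, curve-class categorization.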
FH mod: Identification of activators of human fumarate hydratase by quantitative high-throughput screening. FH coupled MDH/diaphorase resazurin fluorescence, 15 min. 54,000 compounds, 0.22% hits. Potency, µM (titrated, usually from 79.9 µM), for inactives: top-dose activity change, negative = inhibition, usual class: inhibitors. AID 1347055, 2019; further: potency means the concentration at half of the fitted maximal effect; on the % scale 0 is the no-effect control and ±100 the full control effect; the screen sought activators but most active calls are inhibition curves; nearly all actives have a fitted effect of over 45% in size
Target sequence (P07954 whole entry, looked up): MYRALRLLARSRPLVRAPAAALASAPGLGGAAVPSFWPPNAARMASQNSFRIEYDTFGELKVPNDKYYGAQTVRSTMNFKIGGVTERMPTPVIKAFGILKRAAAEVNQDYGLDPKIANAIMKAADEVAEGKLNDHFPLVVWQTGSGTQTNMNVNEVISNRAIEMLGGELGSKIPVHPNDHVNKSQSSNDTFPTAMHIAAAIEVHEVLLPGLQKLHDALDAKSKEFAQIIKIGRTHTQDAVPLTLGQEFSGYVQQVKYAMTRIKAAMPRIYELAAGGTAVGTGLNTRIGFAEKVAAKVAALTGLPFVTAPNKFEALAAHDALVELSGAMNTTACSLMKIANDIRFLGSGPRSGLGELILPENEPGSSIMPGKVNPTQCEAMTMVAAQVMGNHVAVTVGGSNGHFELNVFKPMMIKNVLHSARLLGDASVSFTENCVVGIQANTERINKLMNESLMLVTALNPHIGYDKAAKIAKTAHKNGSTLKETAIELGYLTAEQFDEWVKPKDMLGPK
NTMT1 inh: inhibitors of human N-terminal methyltransferase NTMT1; NTMT1 MTase-Glo SAH luminescence, purified enzyme; Potency, µM (doses to about 114 µM), inactives show top-dose activity change, negative = inhibition, most hits filed as inhibitors; Q9BV86; 59,000 compounds, 2.5% hits;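 further: potency means the concentration at half of the fitted maximal effect; plate controls were DMSO vehicle for no effect and no enzyme for full effect; nearly all actives have a fitted effect of over 65% in size; many of its hits are not listed in these tables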
Numbers without * were called inactive; u = inconclusive; x = no result given; & = joins results of further samples; [ ] = remark or other dose. The call rests on the fitted dose curve; in most records, active means well fitted curve in the direction sought with a large enough effect; inconclusive means small, poorly fitted or top-dose-only effect, or another doubt; inactive means no such curve, though single readings can be large; an effect the other way counts as inactive or inconclusive. The list is partial; rates above refer to the full screens.

Each structure is followed by: PTAP-TSG101 blk | p53null 32C tox | GALK inhibitor | p53null 39C tox | B2AR arrestin ag | FH mod | NTMT1 inh
- CCc1cccc(NC(=O)CSc2ncc3c(n2)-c2ccc(Cl)cc2N(Cc2ccccc2)S3(=O)=O)c1
 : 0% | -4% | -4% | -4% | 0% | -5% | 0%
- CCOC(=O)N1CCc2c(sc3c2c(=O)n(CCc2ccccc2)c(=O)n3Cc2ccc(F)cc2)C1
 : 1% | 1% | 0% | 15% | 0% | -4% | 10%
- CCOC(=O)c1c(NC(=O)c2cc(-c3ccc(OC)c(OC)c3)on2)sc2c1CCCC2
 : 3% | 4% | -4% | -9% | -2% | x | x
- COc1ccc(C)cc1NC(=O)COc1cc(=O)n(C)c2ccccc12
 : 0% | -5% | 9% | 19% | -1% | -3% | u
- Cc1ccc(C(=O)N(c2ccc(C)cc2)S(=O)(=O)c2ccc(Cl)cc2)cc1
 : -7% | 37%[activator] | -3% | 33%[activator] | 1% | -17% | 13%
- Cc1ccccc1C(=O)Nc1nnc(S(=O)(=O)N(C)c2ccc(Cl)cc2)s1
 : 0% | -4% | 1% | 9% | 0% | -1% | -1%
- CCc1cnc2c(c1SCC(=O)c1ccc(Cl)cc1)c(=O)n(C)c(=O)n2C
 : 3% | 8% | 3% | 30% | -2% | u | -17%
- COc1ccc(-c2nc3scc(CCNC(=O)c4cccc(Br)c4)n3n2)cc1
 : -2% | -4% | 4% | -18% | 0% | -13% | 23%
- O=C(Cn1ncn2nc(-c3cccs3)cc2c1=O)NCc1cccc(Br)c1
 : -1% | -3% | 4% | -25% | -3% | 3% | -11%
- Cc1ccn2c(NC(=O)c3cccc(Cl)c3)c(-c3ccccc3)nc2c1
 : -1% | 8% | -2% | 12% | 6% | -13% | u
- O=C(Nc1cccnc1)c1cc(-c2cccc(Cl)c2)on1
 : 0% | 8% | 6% | 23% | -2% | x | x
- Cc1ccn2c(Nc3ccc4c(c3)OCCO4)c(-c3ccc(Cl)s3)nc2c1
 : -1% | 7% | 4% | u | 0% | -23% | u
- CC(=O)Nc1nonc1-c1nnc(SCC(=O)Nc2cccc(C)c2C)n1-c1ccccc1
 : 3% | -7% | -9% | -15% | -1% | -10% | -16%
- CCC(=O)N1c2ccccc2CC1C(=O)NCCCN1CCN(c2cc(C)ccc2C)CC1 (stereo unspecified)
 : 2% | 12% | 3% | 8% | -1% | -22% | -2%
- COCCNC(=O)CSc1nc2ccccc2nc1Cc1ccc(C)cc1
 : -1% | -5% | 0% | 8% | -1% | -15% | 6%
- CCCCOc1ccc(C(=O)NCCS(=O)(=O)N2CCN(c3ccccc3OC)CC2)cc1
 : 1% | 19% | 1% | u | 1% | -13% | 5%
- CSc1ccc(CCNC(=O)CCc2c(C)nc3ncnn3c2C)cc1
 : -8% | 2% | 9% | 15% | -1% | -4% | 9%
- CCOc1ccc(NC(=O)/C=C\C(=O)N(c2ccc(C(C)C)cc2)C(C(=O)NCc2ccco2)c2ccc(F)cc2)cc1 (stereo unspecified)
 : -1% | 12% | 1% | 3% | 12% | x | x
- O=C(Nc1c(O)c2ccccc2oc1=O)c1cccc(F)c1
 : 0% | 8% | 3% | 2% | 1% | 8% | 9%
- CCN(c1cccc(C)c1)S(=O)(=O)c1ccc(-n2cccn2)cc1
 : -1% | 3% | 4% | 13% | -1% | -10% | -2%

11 entries from above, tab-delimited.
SMILES	PTAP-TSG101 blk	p53null 32C tox	GALK inhibitor	p53null 39C tox	B2AR arrestin ag	FH mod	NTMT1 inh
CCc1cnc2c(c1SCC(=O)c1ccc(Cl)cc1)c(=O)n(C)c(=O)n2C	3%	8%	3%	30%	-2%	u	-17%
COc1ccc(-c2nc3scc(CCNC(=O)c4cccc(Br)c4)n3n2)cc1	-2%	-4%	4%	-18%	0%	-13%	23%
O=C(Cn1ncn2nc(-c3cccs3)cc2c1=O)NCc1cccc(Br)c1	-1%	-3%	4%	-25%	-3%	3%	-11%
Cc1ccn2c(NC(=O)c3cccc(Cl)c3)c(-c3ccccc3)nc2c1	-1%	8%	-2%	12%	6%	-13%	u
O=C(Nc1cccnc1)c1cc(-c2cccc(Cl)c2)on1	0%	8%	6%	23%	-2%	x	x
Cc1ccn2c(Nc3ccc4c(c3)OCCO4)c(-c3ccc(Cl)s3)nc2c1	-1%	7%	4%	u	0%	-23%	u
CC(=O)Nc1nonc1-c1nnc(SCC(=O)Nc2cccc(C)c2C)n1-c1ccccc1	3%	-7%	-9%	-15%	-1%	-10%	-16%
CCC(=O)N1c2ccccc2CC1C(=O)NCCCN1CCN(c2cc(C)ccc2C)CC1 (stereo unspecified)	2%	12%	3%	8%	-1%	-22%	-2%
COCCNC(=O)CSc1nc2ccccc2nc1Cc1ccc(C)cc1	-1%	-5%	0%	8%	-1%	-15%	6%
CCCCOc1ccc(C(=O)NCCS(=O)(=O)N2CCN(c3ccccc3OC)CC2)cc1	1%	19%	1%	u	1%	-13%	5%
CSc1ccc(CCNC(=O)CCc2c(C)nc3ncnn3c2C)cc1	-8%	2%	9%	15%	-1%	-4%	9%

(next part)
Each structure is followed by: PTAP-TSG101 blk | p53null 32C tox | GALK inhibitor | p53null 39C tox | B2AR arrestin ag | FH mod | NTMT1 inh
- CC(Nc1ccc(-c2nc(-c3cccnc3)no2)cc1[N+](=O)[O-])c1ccccc1 (stereo unspecified)
 : -1% | -6% | -1% | 23% | -3% | -14% | -3%
- COc1ccc(N2CCN(c3oc(/C=C/c4ccc(F)cc4)nc3C#N)CC2)cc1
 : 0% | -8% | 1% | -4% | -2% | -18% | -10%
- CC(=O)Nc1ccc(S(=O)(=O)NC2(C(F)(F)F)NC(=O)N(c3ccc(C)cc3)C2=O)cc1 (stereo unspecified)
 : 3% | x | 5% | x | 1% | u | 20%
- CSc1ccc(CCNS(=O)(=O)c2cc(-c3cc(C)no3)ccc2C)cc1
 : 1% | 15% | 1% | -4% | 0% | -26% | 8%
- Cc1c2cnn(-c3ccccc3)c(=O)c2c(C)n1C(C)C(=O)Nc1ccc(Br)cc1F (stereo unspecified)
 : -6% | -1% | -2% | -11% | -3% | -3% | 3%
- CCOc1ccc(NC(=O)N(C)CCc2c(C)nn(C)c2C)cc1
 : 3% | -16% | -2% | 15% | 0% | -22% | 6%
- CCc1cc(C(=O)Nc2sc(C)c(CC)c2C#N)no1
 : -2% | -4% | 1% | -26% | 1% | 1% | u
- CCCCCOC(=O)CSc1nc2sc3c(c2c(=O)n1Cc1ccccc1)CC(C)(C)OC3
 : -2% | 3% | 3% | 7% | 0% | -7% | 14%
- Cc1ccc(C)c(CN2C(=O)c3ccccc3Sc3ccc(C(=O)NCCCOC(C)C)cc32)c1
 : -3% | 6% | -1% | -2% | 2% | u | -16%
- CCc1ccccc1NC(=O)Cn1cc(S(=O)(=O)N2CCCC2)c(S(=O)(=O)N2CCCC2)c1
 : -6% | 6% | 3% | -2% | -1% | -15% | 8%
- COc1ccc(Cn2c(C(=O)O)c(CNCC(C)c3ccccc3)c3ccc(OC)cc32)cc1 (stereo unspecified)
 : 0% | -3% | 0% | -15% | 0% | u | 6%
- CCOc1ccc(NC(=O)c2ccc3snnc3c2)cc1
 : -2% | -15%&-19% | -14% | -18%&-16% | -3% | 4% | 15%
- COc1ccc(C2=Nc3ccc(OC(F)(F)F)cc3NC(c3cccnc3)=N2)cc1
 : -6% | 4% | 1% | -14% | -1% | 1% | 3%
- COc1ccc(OC)c(NC(=O)CSc2nnc3ccc4ccccc4n23)c1
 : 2% | -10% | -11% | -12% | -4% | -13% | 13%
- Cc1ccc(Cn2ccnc2SCC(=O)NCc2ccccc2)cc1
 : -9% | 5% | 1% | 2% | 0% | 15% | 1%
- COc1ccc(C)cc1NC(=O)C(Cc1ccccc1)NS(=O)(=O)c1ccc(Br)s1 (stereo unspecified)
 : -3% | -4% | -9% | u | 0% | 8% | -2%
- Cc1c(C(=O)OC2CCCCC2)[nH]c2c1C(=O)CC(c1ccccc1Cl)C2 (stereo unspecified)
 : 1% | 17% | -8% | -7% | 1% | -6% | 7%
- CCc1ccc(OCC(=O)N(Cc2ccc(C(C)C)cc2)C2CCS(=O)(=O)C2)cc1 (stereo unspecified)
 : -11% | 5% | 5% | u | 0% | u | 0%
- CCOc1ccccc1CNS(=O)(=O)c1cc2c(cc1C)NC(=O)CO2
 : -5% | -6% | -1% | -20% | 0% | -14% | -2%
- COc1ccccc1NC(=O)c1sc2nc3c(c(C(F)(F)F)c2c1N)CN(C(C)=O)CC3
 : -2% | 1%[9.22 µM] | 7% | -14% | 0% | -3% | -5%
- Cc1ccc(CNC(=O)Cn2cc(S(=O)(=O)Cc3cccc(Cl)c3)c3ccccc32)cc1
 : 2% | 5% | -2% | -2% | 0% | 1% | 2%
- CCOc1ccc(CNC(=O)c2cccc(NC(=O)N3CCSc4ncccc43)c2)cc1OC
 : 1% | -2% | 2% | 2% | 0% | 3% | -8%
- CCc1ccccc1NC(=O)Cn1c2ncccc2c(=O)n1-c1ccccc1
 : -1% | -9% | 0% | -6% | 3% | -4% | 3%
- COc1ccccc1NC(=O)Cn1nc(-c2ccc(C)cc2)c2c(c1=O)CCCC2
 : -3% | 12% | -1% | -2% | 8% | -6% | -25%
- CC(=O)Nc1nonc1-c1nnc(SCC(=O)Nc2cc(C)ccc2C)n1-c1ccccc1
 : -5% | -5% | 3% | -2% | -3% | -32% | -10%
- COc1cccc(NC(=O)c2csc3c2CCCCC3)c1
 : -3% | u | -3% | u | -1% | -14% | -4%
- COc1ccc(-n2c(=O)c3ccc(C(=O)NCc4ccc(C)cc4)cc3n(CC(=O)Nc3cccc(F)c3)c2=O)cc1
 : -1% | -4% | 9% | -22% | 1% | 9% | -24%
- COc1ccc(NC(=O)c2nnn(CC(=O)Nc3c(C)cc(C)cc3C)c2N)cc1OC
 : -3% | 6% | 1% | -6% | 1% | 2% | 3%
- COc1ccc(NC(=O)CN(c2ccc(C)cc2)S(=O)(=O)c2cccs2)cc1
 : 1% | 0% | -5% | -10% | -2% | 1% | 2%
- Cc1ccc(NC(=O)c2ccc(CNS(=O)(=O)c3ccc4c(c3)C(C)(C)C(=O)N4C)cc2)cc1F
 : -6% | -4% | -5% | -13% | 1% | -15% | u
- Cc1ccc(NC(=O)Cn2c(C)cc(C)c(C#N)c2=O)cc1F
 : 2% | -3% | -5% | -9% | 0% | -4% | -20%
- Cc1ccc(N2CCN(Cc3nnc(-c4ccc5c(c4)OCO5)o3)CC2)c(C)c1
 : -2% | 0% | 4% | 22% | 1% | -3% | 6%
- Cc1cc2nn(-c3ccc(F)cc3)nc2cc1NC(=O)c1ccc(OC(C)C)cc1
 : 0% | 5% | -2% | 9% | 0% | -13% | 5%

Screens from PubChem BioAssay.
